Cav32 inh = inhibitors of human Cav3.2 T-type calcium channel; AID 449739; Cav3.2-expressing cells, Fluo-4 calcium fluorescence FDSS; active compounds read low; B-score at 10 µM; hit rate 4% among 100,000; O95180;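 active = single-dose well whose peak fluorescence ratio is a statistical outlier from its plate by either plate-standardised score or position-corrected B-score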
Target sequence (O95180 whole entry, looked up): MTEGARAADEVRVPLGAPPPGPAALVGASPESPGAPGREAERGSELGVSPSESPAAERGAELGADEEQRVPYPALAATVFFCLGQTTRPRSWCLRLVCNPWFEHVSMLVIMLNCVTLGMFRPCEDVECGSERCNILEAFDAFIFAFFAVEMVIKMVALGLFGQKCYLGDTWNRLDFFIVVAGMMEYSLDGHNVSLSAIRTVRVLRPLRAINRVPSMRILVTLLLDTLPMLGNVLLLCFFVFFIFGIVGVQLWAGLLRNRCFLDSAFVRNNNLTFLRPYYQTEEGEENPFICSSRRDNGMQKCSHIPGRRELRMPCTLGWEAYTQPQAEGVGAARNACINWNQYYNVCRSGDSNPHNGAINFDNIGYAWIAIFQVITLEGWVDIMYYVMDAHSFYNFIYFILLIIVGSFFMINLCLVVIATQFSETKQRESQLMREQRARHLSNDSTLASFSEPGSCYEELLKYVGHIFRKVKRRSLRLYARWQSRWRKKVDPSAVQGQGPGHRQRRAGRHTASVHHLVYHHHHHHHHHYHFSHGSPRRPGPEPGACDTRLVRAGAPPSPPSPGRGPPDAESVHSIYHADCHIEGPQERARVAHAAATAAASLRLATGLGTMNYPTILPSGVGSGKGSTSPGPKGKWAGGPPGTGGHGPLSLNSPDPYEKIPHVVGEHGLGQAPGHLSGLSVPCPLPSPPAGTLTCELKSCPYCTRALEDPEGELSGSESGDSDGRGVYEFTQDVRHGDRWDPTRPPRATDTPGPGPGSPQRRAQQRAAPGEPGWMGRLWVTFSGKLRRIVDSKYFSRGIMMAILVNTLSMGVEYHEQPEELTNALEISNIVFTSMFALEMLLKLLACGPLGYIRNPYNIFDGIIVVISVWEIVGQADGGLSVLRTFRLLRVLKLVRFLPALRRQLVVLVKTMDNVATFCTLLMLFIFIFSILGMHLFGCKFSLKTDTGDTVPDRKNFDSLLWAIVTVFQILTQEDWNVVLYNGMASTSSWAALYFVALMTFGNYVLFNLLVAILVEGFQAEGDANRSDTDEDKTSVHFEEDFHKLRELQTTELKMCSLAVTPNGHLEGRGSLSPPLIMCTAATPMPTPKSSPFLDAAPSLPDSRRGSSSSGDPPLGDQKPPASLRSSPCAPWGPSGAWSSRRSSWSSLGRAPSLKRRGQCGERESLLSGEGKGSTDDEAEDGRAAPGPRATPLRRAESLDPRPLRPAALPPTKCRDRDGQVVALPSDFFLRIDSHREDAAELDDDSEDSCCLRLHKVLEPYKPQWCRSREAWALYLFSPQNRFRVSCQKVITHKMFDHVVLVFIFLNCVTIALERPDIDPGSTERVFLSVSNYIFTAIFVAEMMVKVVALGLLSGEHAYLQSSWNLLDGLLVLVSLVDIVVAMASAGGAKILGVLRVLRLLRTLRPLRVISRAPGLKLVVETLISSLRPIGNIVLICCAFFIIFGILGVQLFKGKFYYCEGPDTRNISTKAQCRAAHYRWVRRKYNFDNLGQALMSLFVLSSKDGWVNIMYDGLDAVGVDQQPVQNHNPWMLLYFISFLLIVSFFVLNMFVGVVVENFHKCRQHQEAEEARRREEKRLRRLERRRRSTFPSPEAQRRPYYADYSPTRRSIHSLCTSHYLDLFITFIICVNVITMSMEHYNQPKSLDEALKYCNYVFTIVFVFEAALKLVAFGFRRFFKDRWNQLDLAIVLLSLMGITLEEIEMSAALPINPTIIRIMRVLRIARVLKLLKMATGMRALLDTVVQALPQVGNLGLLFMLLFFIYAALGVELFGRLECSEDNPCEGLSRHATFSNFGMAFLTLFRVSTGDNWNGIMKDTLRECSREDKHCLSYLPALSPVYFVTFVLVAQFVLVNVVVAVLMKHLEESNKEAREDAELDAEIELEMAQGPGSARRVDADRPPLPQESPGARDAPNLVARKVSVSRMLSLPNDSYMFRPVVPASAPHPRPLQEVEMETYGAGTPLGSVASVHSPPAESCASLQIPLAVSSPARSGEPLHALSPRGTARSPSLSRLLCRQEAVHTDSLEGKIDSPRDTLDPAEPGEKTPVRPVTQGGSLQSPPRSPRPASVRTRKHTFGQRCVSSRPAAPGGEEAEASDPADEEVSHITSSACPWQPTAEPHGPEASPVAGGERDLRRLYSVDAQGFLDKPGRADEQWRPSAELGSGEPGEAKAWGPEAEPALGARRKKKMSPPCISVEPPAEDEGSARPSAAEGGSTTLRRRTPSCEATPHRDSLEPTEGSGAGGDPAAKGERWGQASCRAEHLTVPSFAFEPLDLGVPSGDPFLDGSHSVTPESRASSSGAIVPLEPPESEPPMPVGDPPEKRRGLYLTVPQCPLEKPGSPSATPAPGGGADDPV
Starred values were filed as active, the others as inactive. Not all compounds are listed, so the mix of outcomes need not match the whole.

SMILES	Cav32 inh
COC(=O)CC1(Cc2ccccc2)C(=O)NC(=O)NC1=O	-0.3
CC1CN(C)C(C)(C)CC1(O)c1ccccc1 (stereo not drawn)	0.071
COC(=O)C1=C(c2ccc(S(C)(=O)=O)cc2)C[C@@H]2CC[C@H]1N2C(=O)N1CCOCC1	1.5
CN1CCN(Cc2cc(C(C)(C)C)c(O)c(C(C)(C)C)c2)CC1	0.84
Cc1cc(C)n2nc(SC(C)C(=O)N3CCC4(CC3)OCCO4)nc2n1 (stereo not drawn)	-1.5
O=C(O)[C@H]1C[C@@H]1[C@H](NP(=O)(c1ccccc1)c1ccccc1)c1ccccc1	-1.6
COc1ccc(CCNCc2ccncc2)cc1OC	0.41
COc1ccccc1N=Cc1c(O)n(C)c(=O)n(C)c1=O	-0.3
CC[C@@H](CO)C1CC2NC3CC4(c5ccccc5N(C)[C@@H]24)C(O)C31 (stereo partly drawn)	0.086
CN1CCN(c2ccc(NC(=O)Oc3ccccc3)cc2)CC1	0.59
COC(=O)C(O)(c1cn(C)c2ccccc12)C(F)(F)F (stereo not drawn)	0.26
CCOC(=O)Cn1cc(C(=O)c2ccccc2F)c2ccccc21	-1.5
Cn1c(O)c(/C=N/c2ccccn2)c(=O)n(C)c1=O	1.2
OC1(c2cccnc2)CC2CCC(C1)N2Cc1nnnn1Cc1ccccc1 (stereo not drawn)	0.18
O=C(NC[P+](=O)O)OCc1ccccc1	-0.59
O=C(Cn1cnc2ccccc2c1=O)NCC(=O)N1CCC2(CC1)OCCO2	-1.1
O=C(COc1ccc(Br)cc1)N1CCN(Cc2ccncc2)CC1	-0.82
O=c1cc(C2CCNCC2)[nH][nH]1	-0.36
CCN1CCN(c2ccc(NC(=O)C(C)C)cc2Cl)CC1	-0.22
O=C(O)CCCc1ccc(N(CCCl)CCCl)cc1	0.098
CCC(C)/C=C(C)/C=C/C1=CC2=C(Cl)C(=O)C(C)(OC(C)=O)C(=O)C2=CO1 (stereo not drawn)	-1.8
CCOP(=S)(OCC)c1ccc(N(C)C)cc1	-1.3
Cc1oc2ccc(OC(=O)N(C)C)cc2c1C(=O)OC(C)C	0.12
C/C=C(\C)C(=O)OC1C(C)=C2C(C1OC(=O)CCCCC)C(C)(OC(C)=O)CC(OC(=O)CCC)C1(O)C2OC(=O)C1(C)O (stereo not drawn)	4.3*
CNc1ccc2oc(C[C@H]3O[C@@]4(CC[C@H]3C)O[C@H]([C@H](C)C(=O)c3ccc[nH]3)[C@H](C)C[C@H]4C)nc2c1C(=O)O	4.4*
CCOC(=O)CC1=C(C(=O)OCC)C2(C(=O)Nc3ccccc32)C(C#N)=C(N)O1 (stereo not drawn)	0.76
OC(CNC1CCCCC1)c1ccccc1 (stereo not drawn)	1.3
CCSP1(=S)N=C(N2CCOCC2)C(C#N)=C2CCCN21 (stereo not drawn)	-1.7
NC(=O)c1cn(C2OC(CO)C(O)C2O)c2ncnc(N)c12 (stereo not drawn)	-4.7*
CC(C)Sc1nnc([C@@H](N)Cc2ccccc2)o1	0.45
CCOC(=O)c1ccccc1NC(=O)c1c(O)[nH]c(=S)[nH]c1=O	0.7
CCCNC(=O)N1[C@H]2CC[C@@H]1C(C(=O)OC)=C(c1cc3ccccc3o1)C2	-0.43
CC(O)(CS(=O)(=O)c1cccc(C(F)(F)F)c1)C(=O)Nc1ccc(C(F)(F)F)cc1 (stereo not drawn)	-1.4
COC(=O)C1=C(c2ccccc2)C[C@@H]2CC[C@H]1N2C(=O)NCc1ccc(C(F)(F)F)cc1	-2.3
COCCCn1c(N)c(C(=O)NCCC(C)C)c2nc3ccccc3nc21	-3.9
CCOCC(=O)NC1CCSC1=O (stereo not drawn)	0.26
CC(=O)c1c(C)n(CCCOC(C)C)c2ccc(O)cc12	0.65
COc1ccc(CC2C(=O)NC(=O)N(c3ccccc3)C2=O)c(OC)c1 (stereo not drawn)	1.4
CNC(=S)NC1CC2CCCC(C1)N2CC(C)C (stereo not drawn)	0.17
CC(=O)N(C)CC#CCN1CCCC(CO)C1 (stereo not drawn)	0.58

Part of the list above in order of molecular weight, ascending.
SMILES	Cav32 inh
CCOP(=S)(OCC)c1ccc(N(C)C)cc1	-1.3
COc1ccccc1N=Cc1c(O)n(C)c(=O)n(C)c1=O	-0.3
O=C(O)CCCc1ccc(N(CCCl)CCCl)cc1	0.098
CN1CCN(Cc2cc(C(C)(C)C)c(O)c(C(C)(C)C)c2)CC1	0.84
COc1ccc(CC2C(=O)NC(=O)N(c3ccccc3)C2=O)c(OC)c1 (stereo not drawn)	1.4

Following part
SMILES	Cav32 inh
CCCCn1c(N)c(C(=O)NCc2cccs2)c2nc3ccccc3nc21	-1.9
Nc1ccnn1C1CCNCC1	-1.6
Cc1cccc(CN2CCN(CC(=O)N3CCC4(CC3)OCCO4)C2=O)c1	1.1
CC(=O)Nc1cc([As](=O)(O)O)ccc1O	-1.4
COCCCn1c(N)c(C(=O)OCCOC)c2nc3ccccc3nc21	2.3
COC(=O)[C@@H]1C[C@@]1(C)[C@@H](NP(=O)(c1ccccc1)c1ccccc1)c1ccccc1	0.29
CC1(C)OC1COc1c2occc2cc2ccc(=O)oc12 (stereo not drawn)	0.83
CC(=O)Nc1cc(C(=O)N2CCC3(CC2)OCCO3)ccc1S(=O)(=O)c1ccc(C)cc1	-0.4
CC1(C)COC(Nc2ccc(Cl)cc2)=N1	0.84
COC(=O)CC1=C(C(=O)OC)C2(C(=O)Nc3c(C)cccc32)C(C#N)=C(N)O1 (stereo not drawn)	0.62
CC(C)(C)c1ccc(S(=O)(=O)N2CC3CC(C2)c2cccc(=O)n2C3)cc1 (stereo not drawn)	0.19
O=c1cccc2n1CC1CC2CN(Cc2c(Cl)cccc2Cl)C1 (stereo not drawn)	-1.6
c1ccc2c(c1)[nH]c1cnccc12	-0.076
CCOC(=O)c1nc2ccccc2c(=O)n1-c1ccc(C)cc1	-0.57
c1cc2n(c1)-c1c(ccc3c1OCO3)CNC2c1ccc2c(c1)OCO2 (stereo not drawn)	-1.6
O=C(N/N=C1/CN2CCC1CC2)c1cccc(O)c1	0.36
CCC(=Nc1ccc(OC)cc1OC)c1c(O)n(C)c(=O)n(C)c1=O	-1.4
N=c1c[n+](CC23CC4CC(CC(C4)C2)C3)[n-]o1	-0.19
CCN1CCN(Cc2ccc(OC(F)(F)F)cc2)CC1	0.1
CC1=C(/C=C/c2ccccc2)CCN(C)C1	0.95

Some of the entries above in another layout.
> Nc1ccnn1C1CCNCC1
  Cav32 inh = -1.6

> Cc1cccc(CN2CCN(CC(=O)N3CCC4(CC3)OCCO4)C2=O)c1
  Cav32 inh = 1.1

(more compounds)
SMILES	Cav32 inh
NC(=O)Nc1cccc(C(F)(F)F)c1	-0.35
CC(C)[C@]12O[C@H]1[C@@H]1O[C@]13[C@]1(O[C@H]1C[C@H]1C4=C(CC[C@@]13C)C(=O)OC4)[C@@H]2O	0.55
COC(=O)c1cncn1C(C)c1ccccc1 (stereo not drawn)	-0.044
Cn1cccc1CNCCc1ccccc1	0.019
CCc1ccccc1NC(=O)CSc1nnc([C@@H](N)Cc2c[nH]c3ccccc23)o1	0.48
Cc1cc2c(s1)NC(=O)CN=C2c1cccs1	-0.016
COC(=O)COc1cc(C)cc2oc(=O)c3c(c12)CCCC3	0.02
c1ccc(C2CC3CC(c4ccco4)N2O3)cc1 (stereo not drawn)	0.11
O=C(CCN1C(=O)COc2ccccc21)N1CCC2(CC1)OCCO2	0.81
O=C1NC(=O)C2(Cc3ccccc3N3CCCC32)C(=O)N1 (stereo not drawn)	-0.026
COc1cc(C(O)CNC(C)C)cc(F)c1OC (stereo not drawn)	0.69
Cc1ccc(S(=O)(=O)N2CN3CCN(C3)C2)cc1	0.17
O=C1/C(=C\c2ccc3c(c2)OCO3)N2CCC1CC2	0.068
CCCCn1c(O)c(C=NCCN2CCCCC2)c(=O)[nH]c1=O	0.61
C=CCC1(CN2CCCCCC2=O)C(=O)NC(=O)NC1=O	1
O=C1C2CCCN2C(c2cccc(Cl)c2)N1c1ccccn1 (stereo not drawn)	0.034
O=C1NC(=S)N(c2ccc(Cl)cc2)C(=O)/C1=C/N1CCN(C(=O)c2ccco2)CC1	-0.038
O=C(Cn1ncc2ccsc2c1=O)N1CCC2(CC1)OCCO2	-0.28
CC(=O)OC1C2CCC1C(N1CCCC1)CC2 (stereo not drawn)	0.8
Fc1ccc(C2=CCN(C(c3cccs3)c3nnnn3CCc3ccccc3)CC2)cc1 (stereo not drawn)	-1.8
COCCCN1Cc2ccccc2C1=N	-0.19
CN1CCc2nc3ccc(F)cc3c(C(N)=O)c2C1	0.4
O=S(=O)(c1ccccc1)N1CCCCC1c1cccnc1 (stereo not drawn)	0.18
O=c1[nH]c(CN2CCNCC2)nc2ccccc12	0.49
COC(=O)C1=C(c2ccc(S(C)(=O)=O)cc2)C[C@@H]2CC[C@H]1N2C(=O)NCc1cccc2ccccc12	-0.65
C(#CCN1CCOCC1)COCc1ccccc1	0.29
CCN(CC)CCCOC(=O)C(OC)(c1ccccc1)c1ccccc1	0.76
COc1ccc(-c2nc(CSCC(=O)N3CCC4(CC3)OCCO4)c(C)o2)cc1OC	1.7
Cc1ccc(N=Nc2c(O)[nH]c(=O)[nH]c2=O)c([N+](=O)[O-])c1	-0.052
Cc1cccc(N=Cc2c(O)n(-c3ccccc3C)c(=O)[nH]c2=O)c1	0.36
CCc1c(C)nc(N)nc1N1N=C1SCC#N	0.14
Cc1nn(Cc2ccccc2)c(C)c1C(=O)OCC(=O)NCc1ccco1	-0.1
C=CCn1c(O)c(C(C)=NC2CC2)c(=O)[nH]c1=O	0.71
CCCCc1nc2ccccc2c(=O)n1-c1ccc(Cl)cc1[N+](=O)[O-]	-0.24
Cc1ccc(C(=O)C2(C)N(O)C(C)C(c3cccs3)=[N+]2[O-])cc1 (stereo not drawn)	0.76
CN(C)C(=O)On1c(-c2ccccc2)nc2ccc(Cl)cc21	0.21
CC(=O)c1c(O)n(C)c(=S)n(-c2ccccc2)c1=O	0.93
COC(=O)C1=C(c2ccccc2)C[C@@H]2CC[C@H]1N2C(=O)NCCNC(C)=O	0.27
O=C(Cn1ncc2c3ccccc3n(Cc3ccc(F)cc3)c2c1=O)N1CCC2(CC1)OCCO2	-8*
CCCCn1c(C)c(C(=O)O)c2cc(OC)ccc21	1.7

Copied from the list:
CCN(CC)CCCOC(=O)C(OC)(c1ccccc1)c1ccccc1 @ Cav32 inh = 0.76
CCCCc1nc2ccccc2c(=O)n1-c1ccc(Cl)cc1[N+](=O)[O-] @ Cav32 inh = -0.24
COC(=O)C1=C(c2ccc(S(C)(=O)=O)cc2)C[C@@H]2CC[C@H]1N2C(=O)NCc1cccc2ccccc12 @ Cav32 inh = -0.65

2 compounds picked at random from the list so far:
SMILES	Cav32 inh
CCCCc1nc2ccccc2c(=O)n1-c1ccc(Cl)cc1[N+](=O)[O-]	-0.24
O=C(Cn1ncc2c3ccccc3n(Cc3ccc(F)cc3)c2c1=O)N1CCC2(CC1)OCCO2	-8*

Remaining list, next part:
SMILES	Cav32 inh
CCCCC12CNCC(C)(CNC1)C2=O	-0.13
COc1ccccc1CN1CCN(C(=O)Cc2ccccc2)CC1	0.032
Cc1cc(C=O)c(C)n1C1CCCCC1	0.28
CCOP(=O)(C#CC(C)(C)C)C(C)(O)c1ccccc1 (stereo not drawn)	0.039
CC(C)C1(C)N=C(c2nc3ccccc3cc2C(=O)O)NC1=O (stereo not drawn)	0.18
COC(=O)C1=C(c2cc3ccccc3s2)C[C@@H]2CC[C@H]1N2C(=O)NCc1ccc(C(F)(F)F)cc1	-2.9
OCc1cnc[nH]1	0.0032
Cc1cccc(OC(=O)N2CCOCC2)c1	-0.084
CC(C)Oc1ccc(C2C(C#N)=C(N)Oc3c2c(=O)oc2ccccc32)cc1 (stereo not drawn)	-0.01
CCCn1ncc(C(=O)O)c1C	-1.1
Cc1ccc2c(c1)CC1(CN2C)C(=O)NC(=O)N(c2ccccc2C)C1=O (stereo not drawn)	-1.4
CC1(O)C[C@]2(C)N(O)C3CCCC[C@@H]3N2O1 (stereo partly drawn)	0.42
CCCCCCN=C(CC)c1c(O)n(CCCC)c(=O)[nH]c1=O	-6.9*
COc1ccc(N2CCN(C(CNC(=O)Oc3ccccc3)c3cccnc3)CC2)cc1 (stereo not drawn)	-3.1
CCC(=NCc1ccco1)c1c(O)n(Cc2ccccc2)c(=O)[nH]c1=O	-2.2
C#CCN1C(=O)C2(C(C#N)=C(N)OC(C)=C2C(=O)OCc2ccccc2)c2ccccc21 (stereo not drawn)	-0.86
O=C(O)C1(c2ccc(Cl)cc2)CCC1	0.037
COCCn1cc(C(=O)N2CCC3(CC2)OCCO3)c2c3ccccc3n(C)c2c1=O	0.81
O=C(COc1ccc2ccccc2c1)N1CCN(Cc2c[nH]c3ccccc23)CC1	-1.7
O=C(CCN1CCCCC1)NCC(=O)Nc1ccc(Br)cc1C(=O)c1ccccc1	0.41
Clc1cccc(Cl)c1C1N2CCCN12 (stereo not drawn)	0.5
COc1ccc(C(O)CNC(C)C)c(F)c1OC (stereo not drawn)	0.57
CC1(C)NC(=O)[C@H]2CCCN21	1
COC(=O)C1=C(c2cccc(OC)c2OC)C[C@@H]2CC[C@H]1N2C(=O)N1CCCC1	1.1
Cc1ccc(OP(=O)(O)Oc2ccc(C)cc2)cc1	-0.006
C=C1[C@H]2C[C@H]3[C@H]4N5C[C@]6(C)CCC[C@]47[C@H]([C@H]2O)[C@]3(C[C@]5(O)[C@H]67)[C@@H]1O	-0.71
COc1ccc(CN2C(=O)CC(=O)NC2=O)cc1	0.34
Nc1ccncc1	0.52
CCCCn1c(O)c(C(C)=Nc2c(C)n(C)n(-c3ccccc3)c2=O)c(=O)[nH]c1=O	0.046
O=c1c2ccccc2nc(N2CCCC2)n1-c1ccc(Cl)cc1	-4.6*
Fc1ccccc1CCNCc1cccc(Cl)c1Cl	-1.3
Cc1cc([P+](=O)O)c(C)n1-c1ccc(Br)cc1	0.19
CCOC(=O)c1c(N)n(Cc2ccccc2)c2nc3ccccc3nc12	-0.86
NCC1(c2ccc3c(c2)OCCO3)CCCC1	0.94
O=C1C=C2C=C[C@H]3C[C@]2(O1)[C@@H]1CCCCN13	1.5
CCN(CC)c1ccc(N=Cc2c(O)n(-c3ccccc3C)c(=O)[nH]c2=O)cc1	-1.2
c1ccc2c(c1)Nc1ccccc1S2	-0.48
O=C1/C(=C/c2cc([N+](=O)[O-])ccc2Cl)N2CCC1CC2	0.67
